Source: PubChem
core dimer inh = inhibitors of HCV core protein dimerization, primary screen, biochemical, TR-FRET, high-throughput; 300,000 compounds, 0.33% hits; inhibition, % at 5 µM; AID 1899, 2009; TR-FRET GST/Flag-core106 dimerization, 1536-well;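 active = inhibition above the mean of all tested compounds plus 3 SD, set per screening campaign, cut at about 45% in these data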
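assay system = GST-tagged and Flag-tagged HCV core protein residues 1-106 | controls = unlabelled core106 and no-GST-core106 wells | incubation = compound-protein-antibody incubation 4 h at 22.5 °C | probe or stimulus = Eu donor and XL665 acceptor anti-tag antibodies | read-out = % inhibition based on acceptor/donor emission ratio | signal = TR-FRET 671 and 617 nm emission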
VLA-4 inh = inhibition in human VLA-4 binding assay, primary screen, VLA-4 allosteric modulator project, MLPCN library, flow cytometry, VLA-4 expressing cells | Integrin alpha-4 (Homo sapiens), P13612 | ligand binding flow cytometry | inhibition, % (about 7 µM as worked out from the volumes in the protocol) | 330,000 compounds, 0.2% hits; in the data active = inhibition above about 50%
Target sequence (P13612 whole entry, looked up): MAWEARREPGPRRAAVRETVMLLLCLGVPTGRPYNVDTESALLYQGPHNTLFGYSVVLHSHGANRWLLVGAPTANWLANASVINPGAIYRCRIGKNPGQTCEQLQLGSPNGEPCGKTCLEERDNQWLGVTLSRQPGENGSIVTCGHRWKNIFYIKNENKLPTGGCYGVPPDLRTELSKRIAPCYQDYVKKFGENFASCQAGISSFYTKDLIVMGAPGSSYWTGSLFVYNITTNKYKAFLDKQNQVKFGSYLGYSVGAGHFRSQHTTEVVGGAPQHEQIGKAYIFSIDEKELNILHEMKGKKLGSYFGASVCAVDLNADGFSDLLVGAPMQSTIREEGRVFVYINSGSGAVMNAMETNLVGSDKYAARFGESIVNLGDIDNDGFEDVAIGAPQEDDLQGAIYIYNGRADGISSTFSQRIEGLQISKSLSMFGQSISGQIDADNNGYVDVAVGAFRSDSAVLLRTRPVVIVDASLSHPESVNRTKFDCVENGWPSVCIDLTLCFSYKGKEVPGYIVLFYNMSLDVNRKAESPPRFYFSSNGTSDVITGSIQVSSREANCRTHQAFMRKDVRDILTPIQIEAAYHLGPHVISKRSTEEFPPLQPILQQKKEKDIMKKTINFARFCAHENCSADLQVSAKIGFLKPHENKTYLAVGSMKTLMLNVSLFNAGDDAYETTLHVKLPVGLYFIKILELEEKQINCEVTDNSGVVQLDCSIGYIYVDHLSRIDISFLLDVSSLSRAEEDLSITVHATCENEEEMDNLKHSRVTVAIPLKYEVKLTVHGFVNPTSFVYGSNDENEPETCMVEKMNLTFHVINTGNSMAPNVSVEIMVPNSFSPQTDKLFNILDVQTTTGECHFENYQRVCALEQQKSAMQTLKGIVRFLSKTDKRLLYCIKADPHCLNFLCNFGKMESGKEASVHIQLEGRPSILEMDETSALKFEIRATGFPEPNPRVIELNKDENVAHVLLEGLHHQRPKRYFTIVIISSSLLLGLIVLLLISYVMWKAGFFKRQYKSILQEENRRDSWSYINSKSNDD
procasp3 activ = activators of human procaspase-3 D3A mutant, primary screen, biochemical, absorbance, PC-3 D3A mutant, single concentration; AID 463141, 2010; Caspase-3 (Homo sapiens), P42574; activation, % at 8.5 µM; 330,000 compounds, 0.11% hits; recombinant procaspase-3 D3A, Ac-DEVD-pNA absorbance 405 nm;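 active = activation above the mean of all tested compounds plus 3 SD, cut at about 21% in these data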;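 also: 0% = DMSO alone and 100% = DMSO wells spiked with extra 5 µM PC-3 D3A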
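Test system: Procaspase-3 D3A mutant, all three cleavage aspartates alanine | Dosing: Single dose, 8.5 µM nominal compound, 0.8% DMSO | Schedule: 1 h preincubation, 2 h reaction | Technique: 405 nm absorbance of p-nitroaniline, reads at 0 and 120 min | Repeats: One well per compound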
Fh CTSL1 inh = Fasciola hepatica cathepsin L1 inhibitors, primary screen, counter-screen for PFM18AAP inhibitor project, biochemical, QFRET, fluorogenic peptide substrate; inhibition, % at 5.96 µM; 300,000 compounds, 0.49% hits; recombinant F. hepatica cathepsin L1, Z-Leu-Arg-MCA fluorescence;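 active = inhibition above the mean of all tested compounds plus 3 SD, set per screening campaign, cut at about 17% in these data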;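 also: 0% = plate median of test compound wells and 100% = 1 µM Z-Phe-Ala-diazomethylketone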
JMJD2C inh = inhibitors of GASC-1 histone demethylase, primary screen, biochemical, fluorescence, DELFIA europium; Lysine-specific demethylase 4C (Homo sapiens), Q9H3R0; 330,000 compounds, 0.069% hits; inhibition, % at 2.35 µM; GST-JMJD2C(1-420) H3K9me3 demethylation;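 active = more than half of a compound's replicate wells show inhibition beyond 50%, single wells judged on their own value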;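 also: signal counts dimethyl H3K9 product captured on neutravidin plate; 0% = median of DMSO wells and 100% = 0.3 times that DMSO median; strong numbers were not always called active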
proCasp7 act = procaspase-7 activators, primary screen, counter-screen for procaspase-3 activator project, biochemical, absorbance, HTS, human; Caspase-7 (Homo sapiens), P55210; recombinant procaspase-7, Ac-DEVD-pNA absorbance 405 nm; D23A/D198A/D206A triple mutant, cannot self-cleave; scale: DMSO 0, 5 µM enzyme 100; activation, % at 8.5 µM; 330,000 compounds, 0.093% hits;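 active = percent activation above the screen-wide mean plus 3 SD, cut at about 25% in these data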
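buffer or medium = Zinc-free HEPES/NaCl buffer, pH 7.4 | material = Procaspase-7 triple mutant (PC-7 D3A) | input = 2 µM procaspase-7 mutant as dispensed | signal = Epi-absorbance of released pNA at 405 nm, two timepoints | timing = 1 h preincubation, 2 h reaction | replicates = singlicate compound testing | evaluation = % activation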
PP5 primary = PP5 phosphatase inhibitors, primary screen, biochemical, fluorescence. AID 1987, 2009. 320,000 compounds, 0.18% hits. Serine/threonine-protein phosphatase 5 (Homo sapiens), P53041. purified PP5c, OMFP substrate fluorescence. inhibition, % at 6.7 µM;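 active = inhibition above the campaign's mean inhibition across all tested compounds plus 3 SD, cut at about 9.5% in these data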;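 also: 0% = DMSO only and 100% = 100 µM cantharidin control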
PP1 counter = PP1-alpha phosphatase inhibitors, primary screen, counter-screen for PP5 inhibitor project, biochemical, fluorescence, OMFP substrate, single point | purified PP1alpha | inhibition, % at 6.7 µM | 320,000 compounds, 0.9% hits | AID 2235, 2010;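 active = inhibition above the mean inhibition of all tested compounds plus 3 SD, computed separately for each screening campaign, cut at about 15% in these data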
GRK2 aptamer HTS = compounds blocking aptamer binding on GRK2 – biochemical, human GRK2, bead flow cytometry, HTS, primary screen. Beta-adrenergic receptor kinase 1 (Homo sapiens), P25098. AID 488847, 2010. FAM-aptamer displacement from GRK2. 330,000 compounds, 0.59% hits. inhibition of aptamer binding, % at 10 µM;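 active = inhibition of aptamer binding above 40%, roughly 3 SD of noise, on plates passing a quality check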;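 also: median bead fluorescence of bound FAM aptamer so fluorescent compounds give negative values; no value below 0 was filed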
* marks the source's active call; other numbers are inactive results; / = no result given; & = joins results of further samples. No enrichment for hits; overall some 2.6% were active at least once.

SMILES	core dimer inh	VLA-4 inh	procasp3 activ	Fh CTSL1 inh	JMJD2C inh	proCasp7 act	PP5 primary	PP1 counter	GRK2 aptamer HTS
Cc1ccc(-c2nc3ccc(Cl)cc3n2OC(C)C(=O)O)cc1 (stereo not given)	-3	-4	-5	-1	19	-15	1.8	-7	6
COc1ccc(-c2nnc(Nc3nc4c(OC)cccc4s3)o2)cc1	12	11	4	2	-28	14	1.6	4	0
COc1cc2[nH]c(=S)n(N(C(C)=O)C(C)=O)c(=O)c2cc1OC	-8	13	0	-3	0	0	8.3	-1	2
O=C1c2cccc(OCC(=O)N3CCCc4ccccc43)c2CCN1Cc1ccc(Br)cc1	15	3	2	6	3	-2	0.4	9	26
CCCCSc1nc(C)c(CC(=O)OC)c(=O)[nH]1	2	1	-5	2	6	-8	0.6	3	3
CC(=O)Nc1nc(CC(C)C)cc2c1c(=O)oc1ccccc12	2	2	-3	4	1&-4	10	0.7	1	0
C=C(C)CN=c1scc(C)n1/N=C/c1ccco1	-17	-4	-4	5	-4	-7	1.2	-1	1
O=[N+]([O-])c1ccc([C@H](O)[C@H](CO)N=Cc2ccccc2O)cc1	-1	-3	-1	-2	-17	2	-1.0	-4	3
O=C(OCCCN=C1NS(=O)(=O)c2ccccc21)c1ccccc1F	-4	13	-9	0	0	-5	1.6	-4	15
O=C(CSc1nnc2c(n1)[nH]c1ccc(F)cc12)Nc1ccccc1F	9	-16	-3	6	5	-1	0.6	-1	0
COC(=O)c1c(C)n(-c2ccc(C)cc2)c2ccc(O)cc12	1	0	-8	6	-8	0	4.9	-2	7
COc1cc(NC(=O)COc2cccc3c2OC(C)(C)C3)cc(OC)c1OC	/	2	12	/	6	-2	-0.7	5	4
COc1ccc(C(=O)Nc2cccc(OC(=O)c3ccc(C)c(C)c3)c2)cc1	18	-21	-4	2	0	-8	2.7	2	0
COCCCN(Cc1cccs1)S(=O)(=O)c1c[nH]c(C(=O)OC)c1	-1	-14	-3	-2	-25	7	-1.4	-3	1
Cc1c(C(=O)N2c3ccccc3Sc3ccccc32)cccc1[N+](=O)[O-]	1	6	-1	-2	7	9	1.6	0	0
CCN(CC)c1cc(CS(=O)c2ccccc2)nc(-c2ccccc2)n1 (stereo not given)	4	7	-3	-1	-5	1	4.7	0	0
COc1ccc(C)cc1Nc1nnc(C)c(=O)[nH]1	-2	2	2	1	5	5	2.7	2	0
COc1ccccc1NC(=O)/C=C/C(=O)O	2	18	2	-1	-12	10	-1.4	-5	0
O=C(O)COc1ccc(-c2nnn(Cc3ccccc3F)n2)cc1	-3	3	8	-1	1	5	1.7	-2	1
CSc1n[nH]c2nc3c(c(=O)n12)C1(CCCCC1)Cc1ccccc1-3	10	2	10	-3	-4	15	-1.5	7	0
O=C(Nc1cc(Br)ccc1O)c1cc(-c2ccco2)on1	-1	-17	4	-2	0	15	0.4	9	0
COc1ccc(NC(=O)c2oc3ccc(S(=O)(=O)N4CCC5(CC4)OCCO5)cc3c2C)cc1	8	-2	5	0	-30	9	2.9	5	3
O=C(CC1C(=O)NCCN1Cc1ccc(F)c(F)c1)NCCn1cccn1 (stereo not given)	-4	0	2	-2	18	-8	2.6	-2	0
CS(=O)(=O)N(CC(=O)Nc1ccccc1C(=O)NCc1ccco1)c1ccc2c(c1)OCCO2	-3	4	0	-2	1	-1	2.1	0	0
Clc1ccc(Nc2ncnc3c2cnn3-c2ccccc2)cc1	-5	19	8	3	-19	3	4.2	-1	0
More entries
SMILES	core dimer inh	VLA-4 inh	procasp3 activ	Fh CTSL1 inh	JMJD2C inh	proCasp7 act	PP5 primary	PP1 counter	GRK2 aptamer HTS
Cc1nc2cc(NCc3cc([N+](=O)[O-])ccc3O)ccc2n1Cc1ccccc1	-7	-5	2	2	5	-2	1.0	-2	0
Cc1ccc(Nc2ccncc2S(N)(=O)=O)cc1	3	6	-2	4	6	-3	0.8	1	1
Cc1nnc(SCc2ccccc2)[nH]c1=O	-1	-6	-1	5	12	-2	-2.0	-4	1
O=C(Nc1ccc(N2CCOCC2)c(Cl)c1)c1ccccc1Cl	-2	-2	1	0	-25	-2	1.1	-3	4
CC(=O)Nc1ccc(N2CCC(C)CC2)c([N+](=O)[O-])c1	-19	42	-1	-2	-3	2	2.0	1	0
CCOC(=O)c1ccc(NC(=O)N2CCN(Cc3ccccc3)CC2)cc1	3	5	-7	-1	7	14	2.5	-1	0
CCC(Sc1nccn1C)C(=O)Nc1nnc(C)s1 (stereo not given)	3	10	10	-2	-6	6	-2.1	1	0
O=S1(=O)CCN(Cc2ccccc2Cl)CC1	1	-6	1	5	0	-9	-7.4	1	1
Cc1cc(CN(C)C(=O)CC2C(=O)NCCN2Cc2ccc(F)c(F)c2)on1 (stereo not given)	2	2	-4	2	-9	-4	0.2	-1	0
COc1cccc(OCCn2ccnc2)c1	-4	3	5	2	7	2	0.5	0	0
CC(=O)C1=C(O)CCC1=NCCc1ccccc1	3	-5	2	2	/	4	-1.7	-2	0
O=C(Oc1coc(CSc2ncccn2)cc1=O)c1ccccc1[N+](=O)[O-]	1	-1	7	-1	6	4	-0.1	-4	3
N#Cc1cc(S(=O)(=O)c2ccc(F)cc2)c(N)[nH]c1=O	4	18	-1	0	-1	-7	2.4	1	3
O=C(Oc1ccc(=O)n(-c2ccccc2)n1)c1ccc(Cl)cc1	6	-5	10	2	6	-2	-3.0	-2	0
Clc1ccccc1C1CC(c2ccccc2)Nc2ncnn21 (stereo not given)	-3	-23	-6	-3	-8	4	0.4	-1	0
CC1(C)NC(=O)N(CC(=O)N2CCN(S(=O)(=O)c3ccccc3C(F)(F)F)CC2)C1=O	/	5	0	/	2	4	0.7	-2	0
CCOC(=O)c1ccc(OCCOc2cccc(C)c2)cc1	-3	-2	2	-2	-4	13	1.3	2	2
O=C(NCc1cccs1)C1CCC(CNS(=O)(=O)c2ccc(Br)s2)CC1 (stereo not given)	10	4	-5	-1	-6	11	2.9	2	1
Cc1ccc(CN2CCN(CC(=O)N3CCC(C(N)=O)CC3)C2=O)cc1	-4	-9	-9	-4	-3	-6	0.7	-1	1
CCCC1COC(Cn2cncn2)(c2ccc(C)cc2)O1 (stereo not given)	-1	-4	-1	1	2	-2	-1.6	-4	1
CCc1cccc(CC)c1NC(=S)NCC(c1cccnc1)N(C)C (stereo not given)	-5	-7	-9	0	7	-1	1.4	-6	0
Cn1c(COc2ccc3ccccc3c2)nnc1SCC(=O)O	0	18	0	-3	-4	8	0.1	-1	0
CCOC(=O)C1C(c2cc(OC)c(O)c(OC)c2)NC(=S)NC1(O)C(F)(F)F (stereo not given)	-12	1	0	1	18	-1	-1.7	-1	0
Cc1cc(S(=O)(=O)NCc2ccc3c(c2)OCO3)ccc1F	-8	6	-8	-3	-8	-1	0.9	9	0
CCOC(=O)c1[nH]c2ccc(OC)cc2c1C	-4	1	4	2	-2	-8	3.6	1	3
The results go on:
SMILES	core dimer inh	VLA-4 inh	procasp3 activ	Fh CTSL1 inh	JMJD2C inh	proCasp7 act	PP5 primary	PP1 counter	GRK2 aptamer HTS
O=c1[nH][nH]c2cc(=O)n(-c3ccc(Cl)cc3)nc12	-2	8	5	-2	-8	-14	1.7	6	3
CCN(C(=O)COC(=O)c1cccs1)c1c(N)n(Cc2ccccc2)c(=O)[nH]c1=O	-4	2	9	5	2	5	1.6	-10	2
Oc1cc2c(cc1O)C(c1ccccc1)CNCC2 (stereo not given)	-1	4	-8	-3	33	-28	1.2	-4	5
CCC(CCC(=O)Nc1ccn(-c2ccccc2)n1)C(=O)O (stereo not given)	0	16	5	-3	8	15	4.0	2	1
COCCNC(=O)C(c1cccs1)N(C(=O)Cn1nnc2ccccc21)c1ccc2c(c1)OCO2 (stereo not given)	-3	12	-5	0	17&15	4	-0.8	-1	0
O=C(O)C1C2C=CC(C2)C1C(=O)Nc1ccc2c(c1)OCCO2 (stereo not given)	-1	7	1	0	1	-1	-0.2	1	3
COc1ccc(C(NC(=O)/C=C/c2ccco2)c2ccc(OC)c(OC)c2)cc1 (stereo not given)	7	2	-20	9	-21	-23	-0.2	1	4
O=C1CCCCN1CC(=O)N1CCCC(Nc2ccc(F)cc2)C1 (stereo not given)	-1	4	3	-2	31	15	-2.2	1	0
Cc1ccc(OCC(O)CN2CCN(Cc3ccc4c(c3)OCO4)CC2)c(C)c1 (stereo not given)	0	0	5	1	1	4	2.5	-1	0
O=C(Nc1ccc(Cc2nc3ccccc3s2)cc1)c1ccncc1	4	-2	-2	-23	-3	-5	1.6	0	0
Cc1cccc(-c2noc(CN(C(=O)C34CC5CC(CC(C5)C3)C4)C(C)C)n2)c1	15	32	2	-2	15	-2	1.6	-4	3
Cc1ccc(OCC(=O)NCCNC(=O)c2ccncc2)cc1	5	-1	-8	-6	-3	16	0.9	0	1
Cn1c(=O)c([N+](=O)[O-])c(NCc2ccccc2Cl)c2ccccc21	4	8	-8	4	-2	-3	4.7	2	1
O=C(c1ccc(F)cc1)N1CCC(N2CCOCC2)CC1	-2	5	-1	-1	24	3	1.5	-1	1
Cc1ccc(NC(=O)COC(=O)c2cc(Cl)ccc2Cl)c(Br)c1	4	8	-1	-8	-18	5	1.7	-6	0
O=C(CNC(=O)c1ccc(Br)o1)Nc1cccc(-c2cnc3ccccc3n2)c1	5	-8	3	0	-2	9	0.8	-1	3
COc1cc(NS(=O)(=O)c2ccc(Br)cc2)c(OC)cc1NC(=O)c1ccco1	25	2	1	3	1	-2	2.6	-1	1
Cc1ccc(-n2nnnc2SCc2ccc(C(=O)O)cc2)cc1C	-8	0	8	-1	-1	2	4.7	0	0
O=C(NCc1ccc(Cl)c(Cl)c1)c1cccnc1	-4	-11	-1	2	8	2	-6.4	-1	1
